NALP1 inh: NALP1 inflammasome inhibitors in reconstituted yeast, colorimetric, S. cerevisiae, triplicate retest | actives 0.61% (n = 280,000) | AID 2071, 2009 | S. cerevisiae NALP1/ASC/caspase-1 growth, X-gal OD620, 72 h | inhibition, % at 10 µM; in the data active = inhibition mostly above about 24%, no sharp cut-off; inactive = mostly below about 32%; note: some compounds called inactive have numbers as strong as hits
IDE inh: human IDE inhibitors in live cells, primary screen, fluorescence polarization, HEK cells, FAbetaB substrate | FAbetaB cleavage | inhibition, % at 5.59 µM | actives 0.41% (n = 320,000) | AID 434962, 2010;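 active = percent inhibition above the average of all tested compounds plus 3 SD, set per screening campaign, cut at about 16% in these data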;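 note: IDE supplied by intact live HEK cells; FP after avidin binding of uncleaved biotin substrate so inhibition keeps polarization high; 0% = DMSO wells and 100% = 60 µM reference IDE inhibitor Ii1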
Target sequence (P14735 whole entry, looked up): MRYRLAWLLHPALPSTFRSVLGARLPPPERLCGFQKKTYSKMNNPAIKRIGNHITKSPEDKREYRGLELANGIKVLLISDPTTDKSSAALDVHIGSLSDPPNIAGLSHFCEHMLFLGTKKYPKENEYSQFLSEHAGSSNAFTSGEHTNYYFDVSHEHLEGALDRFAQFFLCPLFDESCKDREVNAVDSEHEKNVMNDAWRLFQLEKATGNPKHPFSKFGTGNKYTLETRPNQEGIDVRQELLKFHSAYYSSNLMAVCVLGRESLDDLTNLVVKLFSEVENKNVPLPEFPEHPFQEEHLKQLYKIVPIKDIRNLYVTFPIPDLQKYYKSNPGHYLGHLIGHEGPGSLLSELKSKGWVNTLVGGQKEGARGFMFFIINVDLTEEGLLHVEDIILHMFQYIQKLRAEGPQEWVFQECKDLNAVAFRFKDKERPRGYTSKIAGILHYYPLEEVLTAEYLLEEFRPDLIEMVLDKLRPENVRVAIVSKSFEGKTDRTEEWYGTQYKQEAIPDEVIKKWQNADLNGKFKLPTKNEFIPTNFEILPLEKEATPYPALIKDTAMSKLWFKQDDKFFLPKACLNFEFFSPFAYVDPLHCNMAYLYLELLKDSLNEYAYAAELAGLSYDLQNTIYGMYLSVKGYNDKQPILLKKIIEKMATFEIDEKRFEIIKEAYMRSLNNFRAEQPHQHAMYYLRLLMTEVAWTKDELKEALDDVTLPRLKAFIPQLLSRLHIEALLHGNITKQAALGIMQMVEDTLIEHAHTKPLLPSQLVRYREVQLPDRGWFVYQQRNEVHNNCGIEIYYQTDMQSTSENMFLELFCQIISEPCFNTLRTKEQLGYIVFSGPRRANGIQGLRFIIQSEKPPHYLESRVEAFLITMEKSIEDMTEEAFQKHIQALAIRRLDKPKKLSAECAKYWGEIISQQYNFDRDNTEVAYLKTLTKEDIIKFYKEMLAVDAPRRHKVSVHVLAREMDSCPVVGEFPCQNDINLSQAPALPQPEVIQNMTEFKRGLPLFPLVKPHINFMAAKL
VIM-2 inh: VIM-2 metallo-beta-lactamase inhibitors, primary screen, biochemical, epi-absorbance readout, Pseudomonas aeruginosa enzyme. AID 1527, 2009. actives 0.89% (n = 290,000). inhibition, % at 5.6 µM. purified VIM-2, nitrocefin hydrolysis, epi-absorbance fluorescence;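 active = inhibition above the mean of all tested compounds plus 3 SD, cutoff set per screening run, cut at about 7.5% in these data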;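 note: red hydrolysis product quenches plate fluorescence so inhibitors raise well fluorescence; 0% = enzyme with DMSO and 100% = DMSO without enzyme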
M18AAP inhibitor: PfM18AAP inhibitors, malaria aminopeptidase, primary screen, biochemical, QFRET, recombinant enzyme. M18 aspartyl aminopeptidase (Plasmodium falciparum 3D7). H-Glu-NHMec fluorogenic cleavage. inhibition, % at 7.35 µM. actives 1.2% (n = 290,000);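 active = inhibition above the campaign mean inhibition over all tested compounds plus 3 SD, cut at about 28% in these data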;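 note: 0% = plate median of test compound wells and 100% = 2 mM ZnCl2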
GPR7 antag: GPR7 receptor antagonists, primary screen, cell-based, fluorescence, single concentration; GPR7-expressing cells, fluorescence antagonist assay; inhibition, % at 4.4 µM; AID 1861, 2009; actives 1.1% (n = 290,000); in the data active = inhibition above about 16%, passing the limit was not always enough;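 note: cells stimulated with the agonist NPW; 0% = agonist with vehicle and 100% = vehicle without agonist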
IDE act: human IDE activators in live cells, primary screen, fluorescence polarization, HEK cells, FAbeta-B substrate; FAbeta-B cleavage; 0% vehicle, 100% cell-free pure enzyme wells; activation, % at 5.96 µM; actives 0.073% (n = 340,000); AID 493087, 2011;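 active = activation above the mean of all tested compounds plus 3 SD, set per screening campaign, cut at about 17% in these data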
IMP-1 inh: IMP-1 metallo-beta-lactamase inhibitors, primary screen, biochemical, epi-absorbance readout, Pseudomonas aeruginosa enzyme; purified IMP-1, nitrocefin hydrolysis, epi-absorbance fluorescence; metallo-beta-lactamase IMP-1 (Pseudomonas aeruginosa); inhibition, % at 5.6 µM; actives 0.45% (n = 290,000);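 active = inhibition above the mean plus 3 SD of all compounds in the same screening run, cut at about 4.5% in these data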;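 note: 0% = IMP-1 with DMSO and 100% = DMSO wells lacking enzyme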
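System: Purified recombinant IMP-1 metallo-beta-lactamase enzyme | Measured by: Fluorescence quenching readout, ex 480/em 530 nm | Replication: Singlicate | Incubation: 15 min preincubation plus 25 min reaction at 25 °C | Evaluation: Percent inhibition from optical density relative to buffer-blank wells | Benchmarks: DMSO with and without IMP-1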
pCIP destab: p/CIP-EGFP fusion destabilizers, primary screen, fluorescence, F442A cells | Q05BA5 | 16 h | decrease of EGFP signal, % at 10 µM | actives 0.01% (n = 290,000);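 active = EGFP signal decrease of at least 30% at 10 µM or well 3 SD below plate mean, unless failing retest; inactive = the rest, including hits failing retest or dose response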; note: some compounds called inactive have numbers as strong as hits; many of its hits are not listed in these tables
PHOSPHO1 block: PubChem AID 1565 | Phosphoethanolamine/phosphocholine phosphatase (Homo sapiens), Q8TCT1 | recombinant PHOSPHO1, absorbance phosphatase assay | inhibition, % at 13.3 µM | actives 1.1% (n = 290,000); in the data active = inhibition above about 60%
Active calls of the source: *; nt = no result given.

SMILES	NALP1 inh	IDE inh	VIM-2 inh	M18AAP inhibitor	GPR7 antag	IDE act	IMP-1 inh	pCIP destab	PHOSPHO1 block
COc1ccccc1N1CCN(c2cc(=O)n(-c3ccc(Br)cc3)c(=O)[nH]2)CC1	-12	5	-3.1	-8	3	3	-0.3	-4	3
O=C(Nc1cnn(Cc2ccc(Cl)cc2)c1)c1cccs1	nt	6	0.4	4	16	1	0.0	1	25
Cc1cccc(NC(=S)NCc2cccs2)c1C	4	5	-1.6	0	-4	6	-0.4	-13	16
O=C1CC(C(=O)N2CCN(c3ccc(F)cc3)CC2)CN1CCc1ccccc1 (centres undefined)	5	-5	-4.7	-2	2	-2	-1.8	0	-4
Cc1ccccc1-n1ncc2c(SCC(=O)NC3CCCC3)ncnc21	-12	2	-2.1	5	2	2	-4.7	-49	43
O=C(NC(C(=O)c1ccccc1)n1c(=O)cc[nH]c1=S)c1ccccc1 (centres undefined)	-52	2	-0.6	9	-16	2	-6.7	6	14
C(=N\Nc1nc2ccccc2s1)/c1ccco1	-1	-3	-3.1	14	-11	3	-4.2	-1	39
CCCCc1ncc(CN2CCC(CC3CCCCO3)(C(=O)OCC)CC2)[nH]1 (centres undefined)	-1	1	-1.3	4	8	3	-1.7	-7	19
O=C(N/N=C/c1ccc(OC(=O)c2cccc(F)c2)cc1)c1cccnc1	15	-6	1.1	5	9	-1	4.6*	1	18
COCCNC(=O)c1c(N)n(CCC2=CCCCC2)c2nc3ccccc3nc12	0	3	-3.2	2	-12	-1	-2.1	-11	24
CC(=O)c1ccc(OCCCC(=O)N2CCN(S(=O)(=O)c3cccs3)CC2)cc1	-2	6	0.8	4	1	-1	-2.1	-12	8
COc1ccc(C(=O)NCCSCc2ccco2)cc1OC	0	1	-0.6	-6	-10	4	0.7	-8	-8
CC(=O)c1cc(F)c(N2CCN(c3ccc([N+](=O)[O-])cc3F)CC2)cc1C	12	3	-1.4	8	2	1	1.0	-13	18
CCOC(=O)c1oc2cc(C)cc(C)c2c1C	nt	-2	-2.6	-3	-26	10	-2.4	-3	22
O=C(CSc1ncn[nH]1)Nc1ccc(Cl)c(S(=O)(=O)N2CCOCC2)c1	4	-2	-1.2	57*	-5	0	-2.5	7	-5
CCc1ccc(OCC(=O)NC(=S)Nc2ccc(Br)c(C)n2)cc1	5	4	-1.9	-8	3	1	-2.9	-15	-74
C=CCNC(=O)c1cc(C(=O)C(C)c2ncc(C(F)(F)F)cc2Cl)c[nH]1 (centres undefined)	3	0	-2.7	4	4	2	0.1	-8	-4
COC(=O)c1cccc(NC(=O)CSc2nnc(C3CC3)n2C)c1	13	1	-4.9	2	-1	4	-1.9	-8	31
O=C(NNC(=O)c1cc(Cl)ccc1O)c1cccs1	-3	-1	-1.9	35*	-1	4	0.7	8	0
C/C(=C\C(=O)c1ccc(Br)cc1)N1CCCCC1	6	1	-1.5	-4	-15	2	-1.8	-6	1
O=C(CN1CCN(S(=O)(=O)c2ccc(Cl)cc2)CC1)NC1CC1	19	0	-0.4	5	-4	-5	-1.7	-11	30
CCOc1ccc2[nH]c(=O)c(CN(CC3COCCO3)C(=O)c3ccco3)cc2c1 (centres undefined)	11	-5	nt	nt	nt	3	nt	1	34
Cc1csc(NC(=O)[C@@H](NC(=O)c2ccccc2)C(C)C)n1	27	2	-2.3	-11	-2	2	-1.8	-14	3
O=C(Oc1ccccc1)N1CCOCC1	8	2	0.4	0	-18	3	-1.7	-5	34
Fc1ccc(CNC(=S)Nc2ccc(Cl)cc2)cc1	1	1	-2.4	-3	1	3	-4.2	1	4
O=C(NC1CCCCC1)N1CCC(n2cnc3ccccc32)CC1	15	5	2.6	5	-10	4	-2.0	1	-10
CCCCOc1cccc(-c2nnc(NC(=O)CSc3ccc(C)cc3)s2)c1	15	-2	-1.2	6	-8	6	-0.9	-18	-19
CCc1cc(=O)oc2cc(C)cc(OCC(=O)NC(Cc3ccc(Cl)cc3)C(=O)O)c12 (centres undefined)	7	-1	6.5	-4	0	0	-1.4	-8	-18
CC(=O)c1ccc(Nc2ccc(-c3ccccc3C)nn2)cc1	19	4	-2.5	-1	-3	5	-4.4	1	41
CC(C)(C)N1C(=O)Cc2c1nc(N)c1c(N)nc(N3CCCCC3CO)c(C#N)c21 (centres undefined)	6	6	0.3	14	-4	1	0.5	-14	9
Cc1cccc(NC(=O)CN2CCC(C(=O)c3ccc4c(c3)OCCO4)CC2)c1	-3	5	-5.5	2	-5	3	-3.5	-6	12
CC(C)N(Cc1nccn1C)C(=O)c1cc(COc2cccc(C(F)(F)F)c2)on1	-4	5	-3.4	2	-6	-4	-3.5	2	16
O=C(/C=C/c1ccccc1)OCCN1C(=O)c2ccccc2C1=O	6	-2	-3.1	1	-11	-2	-3.3	-13	15
Cc1cccc2cc(CN(Cc3cccs3)C3(c4nnnn4C4CCCC4)CCCC3)c(=O)[nH]c12	2	5	0.1	-7	-2	2	-1.2	9	-4
COc1cccc(CN(C(=O)Cc2c[nH]c3ccccc23)C(C(=O)NC2CCCCC2)c2cccs2)c1 (centres undefined)	27	0	-0.8	2	2	7	-1.7	-19	58
COc1ccc(CN(C)C(=O)c2cc(S(=O)(=O)Nc3ccccc3F)ccc2C)c(OC)c1	28	3	1.5	9	8	2	4.8*	9	16
Cc1ccc(/C=N/NC(=O)c2c[nH]c3ccccc23)o1	6	-2	1.1	-62	14	1	-0.9	2	0
O=C1[C@@H]2[C@H](Cc3ccc(O)cc3)N[C@]3(C(=O)Nc4ccccc43)[C@@H]2C(=O)N1c1ccc(F)cc1	-5	2	1.1	-4	4	-4	-1.2	-10	3
CCC(C)[C@H](NS(=O)(=O)c1ccc(C)cc1)C(=O)N1CCC(C(=O)N2CCC(C(N)=O)CC2)CC1 (some centres undefined)	13	-2	-1.7	1	-6	4	-3.1	8	29
Cc1cc(=O)n(C)c(=O)n1CCCCCOc1cccc([N+](=O)[O-])c1	24	2	1.6	-1	16	2	1.1	1	35
COC1=C/C(=C/c2c(N)n3c(nc2=O)sc2cc(S(C)(=O)=O)ccc23)C=CC1=O	-7	8	-1.9	7	-16	-45	-3.3	-8	-10
Nc1ccccc1-c1nnn(CC(=O)Nc2ccc3c(c2)OCCO3)n1	9	-2	-2.6	2	-16	1	-3.1	10	34
CN(CC(=O)N1CCN(c2ccccc2)CC1)S(=O)(=O)c1cnc[nH]1	4	-3	-0.7	6	-3	4	-0.4	-9	-10
O=C(NC(=O)c1cccc(F)c1)Nc1nc(-c2ccc(F)cc2)cc(C(F)(F)F)n1	-3	3	-1.5	0	-5	0	-2.5	-26	16
COc1ccccc1/C=C1\SC(=S)N(CC(=O)NC2CCS(=O)(=O)C2)C1=O (centres undefined)	11	4	0.5	14	-3	-3	-0.1	9	38
CSc1ccc(CN(C)CC(=O)Nc2ccccc2Br)cc1	28	5	-0.6	-5	0	1	-2.0	-6	4
Cc1cc(C)nc(NS(=O)(=O)c2ccc(NC(=O)C(C)Oc3ccccc3F)cc2)n1 (centres undefined)	-5	5	-4.3	3	-8	-6	-2.8	-6	47
COc1ccccc1CNC(=O)CN1CCN(S(=O)(=O)c2cccs2)CC1	-12	0	-2.0	-1	-18	-1	-2.5	-2	-47

Ordered by formula weight (low to high): some entries from above
SMILES	NALP1 inh	IDE inh	VIM-2 inh	M18AAP inhibitor	GPR7 antag	IDE act	IMP-1 inh	pCIP destab	PHOSPHO1 block
Nc1ccccc1-c1nnn(CC(=O)Nc2ccc3c(c2)OCCO3)n1	9	-2	-2.6	2	-16	1	-3.1	10	34
CN(CC(=O)N1CCN(c2ccccc2)CC1)S(=O)(=O)c1cnc[nH]1	4	-3	-0.7	6	-3	4	-0.4	-9	-10
COc1ccccc1CNC(=O)CN1CCN(S(=O)(=O)c2cccs2)CC1	-12	0	-2.0	-1	-18	-1	-2.5	-2	-47
O=C(NC(=O)c1cccc(F)c1)Nc1nc(-c2ccc(F)cc2)cc(C(F)(F)F)n1	-3	3	-1.5	0	-5	0	-2.5	-26	16

Next records follow:
SMILES	NALP1 inh	IDE inh	VIM-2 inh	M18AAP inhibitor	GPR7 antag	IDE act	IMP-1 inh	pCIP destab	PHOSPHO1 block
CC(C)(C)NC(=O)C(c1ccncc1)N(C(=O)c1csnn1)c1ccccc1 (centres undefined)	34	5	-1.8	6	-13	4	-2.5	7	2
CCOC(=O)Cc1csc(NC(=O)c2csc(C)c2)n1	42	-2	-4.2	3	-7	-8	-2.7	-1	4
Cc1ccc(CN2CCCCC2C(=O)Nc2ccc(Oc3cccnc3)cc2)o1 (centres undefined)	10	5	-2.5	4	1	3	-1.6	0	36
Cc1cccc(N(C(=O)c2csnn2)C(C(=O)NCc2ccccc2)c2ccncc2)c1 (centres undefined)	0	4	-2.0	2	-22	4	0.4	-5	2
O=P(O)(CCc1ccccc1)CN1CCCCC1	0	-4	-2.7	2	13	-1	-2.1	-8	-8
O=C(CCC(=O)OCc1cccc([N+](=O)[O-])c1)Nc1ccccc1Cl	6	5	-0.2	9	-15	1	-1.4	3	51
COc1cccc(C(=O)N/N=C(\CC(C)C)c2ccccc2)c1	28	11	-0.1	4	6	2	-1.2	14	-3
COc1ccc(NC(=O)/C(=C\c2cccs2)NC(=O)c2ccco2)cc1	7	3	-2.1	5	-4	-2	-2.1	4	-3
O=C(NCc1n[nH]c(=S)n1-c1ccc(Cl)c(Cl)c1)c1cccs1	-11	3	-0.5	25	-6	-1	-5.3	5	-10
O=C(CSc1nnc(CNC(=O)c2cccs2)o1)Nc1cccc(Cl)c1	2	3	-1.9	6	6	-1	-3.7	-5	-8
Brc1c(CSc2nnc(-c3ccco3)o2)nc2ccccn12	3	3	2.4	-9	24*	-2	-2.1	-12	7
CC1SC(C)C(=O)N(CC(=O)Nc2ccc([N+](=O)[O-])cc2)C1=O (centres undefined)	8	0	2.1	-5	9	-2	-1.9	15	-5
C/C(=C\C(=O)c1ccc(F)cc1)Nc1ccc(N2CCOCC2)cc1	29	1	-0.2	2	-11	1	-14	-5	32
COc1cccc(-n2ccnc2SCC(=O)Nc2ccccc2)c1	15	5	-2.9	1	18	-2	-0.2	-6	60
Oc1ccc(Cl)cc1CNc1nccs1	17	-4	1.6	-12	5	-5	8.4*	-2	14
COC(=O)c1ccc(NC(=O)c2ccc(NC(=O)c3ccco3)cc2)cc1	2	4	2.0	-5	-2	9	4.7*	-3	4
CCOC(=O)C1CCCN(C(=O)Cc2c(F)cccc2Cl)C1 (centres undefined)	19	-2	-2.1	3	-10	3	-2.4	1	19
COc1ccc(S(=O)(=O)N/N=C\c2ccc(OC)c(COc3ccc(C)cc3[N+](=O)[O-])c2)cc1	-3	8	-0.9	-11	-3	3	-3.4	2	-17
O=C(O)C1(S(=O)(=O)c2ccc(Cl)cc2)CCC1	-5	3	3.0	-5	4	2	-0.2	2	-4
O=c1ccc(-c2ccc(S(=O)(=O)Nc3cccc(F)c3)o2)n[nH]1	13	1	-0.3	1	-6	-1	-1.4	-3	4
COc1ccc(N(CC(=O)Nc2ccccc2C)S(=O)(=O)c2ccccc2[N+](=O)[O-])c(OC)c1	2	2	-2.2	-1	9	1	-4.3	-5	-3

High-throughput results as filed in PubChem.
